# TNF death inh = inhibitors of TNF-alpha triggered necroptosis, primary screen, cell-based, Jurkat FADD-/-, single concentration. AID 463075, 2010. activation (protection from cell death), % at 10 µM. Jurkat FADD-/- TNF necroptosis rescue, ATP luminescence, 24 h; 0 = TNF only, 100 = no-TNF cells. 220,000 compounds, 0.068% hits;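 active means activation, meaning protection from cell death, of at least 50% relative to plate controls; inactive means activation below 50%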;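 further: necroptosis triggered by 40 ng/mL TNF-alpha added together with compound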
# Runt-SMMHC FRET = inhibitors of RUNX1 Runt–CBFb-SMMHC binding, primary screen, biochemical, FRET, Cerulean-Runt, Venus-CBFb-SMMHC, uHTS | 220,000 compounds, 0.74% hits | Runt-related transcription factor 1 (Homo sapiens) + Core-binding factor subunit beta … | AID 1434, 2008 | Cerulean-Runt/Venus-CBFb-SMMHC FRET ratio 530/480, 1 h | inhibition, % at 20 µM;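 active means mean inhibition across duplicate retests at 20 µM reaching about 50%, limit read from the data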;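 further: 0% = DMSO wells and 100% = wells with excess untagged CBFb-SMMHC; inhibitors lower the FRET ratio by blocking Runt binding to CBFb-SMMHC; some results filed as inactive read as strong as hits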
# Target sequence (Q01196 whole entry, looked up): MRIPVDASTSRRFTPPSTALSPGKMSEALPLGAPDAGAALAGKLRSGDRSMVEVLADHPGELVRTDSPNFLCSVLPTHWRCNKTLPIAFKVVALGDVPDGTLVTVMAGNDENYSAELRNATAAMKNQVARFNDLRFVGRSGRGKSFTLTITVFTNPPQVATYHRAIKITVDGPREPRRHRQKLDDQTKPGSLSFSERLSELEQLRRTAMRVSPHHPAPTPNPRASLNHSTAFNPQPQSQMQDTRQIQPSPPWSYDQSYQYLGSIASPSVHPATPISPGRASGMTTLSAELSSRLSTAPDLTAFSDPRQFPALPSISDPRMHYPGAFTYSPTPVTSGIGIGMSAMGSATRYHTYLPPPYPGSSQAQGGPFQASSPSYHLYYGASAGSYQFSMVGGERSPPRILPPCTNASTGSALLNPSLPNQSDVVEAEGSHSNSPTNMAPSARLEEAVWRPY
# Target sequence (Q13951 whole entry, looked up): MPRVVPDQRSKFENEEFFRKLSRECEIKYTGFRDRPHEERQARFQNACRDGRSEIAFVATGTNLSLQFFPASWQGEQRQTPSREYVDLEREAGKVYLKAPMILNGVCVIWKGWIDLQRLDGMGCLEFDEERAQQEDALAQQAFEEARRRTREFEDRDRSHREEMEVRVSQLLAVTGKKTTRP
# EBV gp42 block = Epstein-Barr virus gp42 inhibitors, primary screen, biochemical, uHTS, fluorescence polarization | 220,000 compounds, 0.42% hits | inhibition, % (tested at 21.74 µM) | AID 1085, 2008 | Fluorescence polarization binding assay, mP read-out | Glycoprotein 42 (Epstein-Barr virus (strain AG876)), Q1HVG2; in the data active means inhibition above about 50%
# PPC-1+TRAIL kill = compounds killing PPC-1 cancer cells with TRAIL present, primary screen, TRAIL potentiator project, ATPLite luminescence, uHTS; 220,000 compounds, 0.41% hits; cell killing (% activity), % at 4 µM; PPC-1 cells + TRAIL, ATPLite viability luminescence;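 active means cell killing above 50% in the first pass at 4 µM, then a duplicate retest at 5 µM averaging 50% or more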;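 further: plate controls were cells with TRAIL plus DMSO for no effect and medium-only wells lacking cells for full effect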
# MDM2 E3 inh = MDM2-luciferase reporter signal enhancers, primary screen, MDM2 E3 ligase inhibitor project, cell-based, luminescence, 1536-well. signal enhancement, % at 5 µM. 210,000 compounds, 0.11% hits. AID 1230, 2008. E3 ubiquitin-protein ligase Mdm2 (Homo sapiens), Q00987. cell-based MDM2 ubiquitination luciferase reporter, 2 h; 0 = plate control, 100 = twice control, blank-subtracted;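 active means signal enhancement of 30% or more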;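 further: luminescence tracks abundance of the self-degrading MDM2-luciferase fusion protein; higher signal means inhibition of MDM2 E3 ligase activity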
#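 Material: stable MDM2–luciferase fusion reporter cells / Quantity: 2000 cells/well / Dosing: single 5 µM compound dose, 0.2% final DMSO / Buffer or medium: DMEM / Schedule: 4 h cell settling then 2 h compound exposure, 37 °C / Detection: luminescence with SteadyLite reagent, 15 min at room temperature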
# CHOP inh = inhibitors of CHOP promoter induction, primary screen, cell-based, unfolded protein response, luciferase reporter | CHO-K1 CHOP-promoter luciferase, tunicamycin-induced, 15-18 h | 220,000 compounds, 3.8% hits | AID 2732, 2010 | inhibition, % at 10 µM;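 active means compounds that reduced the stress-induced luciferase reporter signal by more than about 70% of percent inhibition, limit read from the data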;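 further: 0% = tunicamycin plus vehicle and 100% = wells without tunicamycin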
# TRPML3 ag = human TRPML3 channel agonists, primary screen, cell-based, HEK293 TRPML3-YFP, Fluo-8 calcium fluorescence, 3 µM. Mucolipin-3 (Homo sapiens), Q8TDD5. 100% = the carbachol control signal. activation, % at 3 µM. 220,000 compounds, 0.29% hits. AID 1448, 2008;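 active means activation above its plate's cutoff, the mean activation of the plate's test wells plus 3 SD, cut at about 12% in these data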;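 further: 0% = DMSO only wells and 100% = carbachol wells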
#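 Test system: TRPML3-YFP stable HEK293 cells. Doses: single point at 3 µM. Incubation: dye loading 1 h 37 °C then 30 min ambient, 125 s read. Signal: Fluo-8 calcium dye fluorescence, ex 470-495, em 515-575 nm. Measure: percent activation from peak-to-basal fluorescence ratio, scaled between DMSO and carbachol.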
# zfTRPN1 agonist = zebrafish TRPN1 channel agonists, primary screen, cell-based, HEK293, calcium fluorescence; transient receptor potential cation channel N1 (TRPN1/NompC), Danio rerio; HEK293 zebrafish TRPN1-YFP, Fluo-8 calcium fluorescence; 100% = response to 87 µM carbachol; activation, % at 3 µM; 220,000 compounds, 0.18% hits; AID 1424, 2008;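 active means activation above its plate's cutoff, the mean activation of test wells on that plate plus 3 SD, cut at about 19% in these data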;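 further: 0% = DMSO alone and 100% = 87 µM carbachol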
#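 Material: zebrafish TRPN1-YFP in HEK293 cells; Doses: single test compound dose, 3 µM nominal, 0.3% DMSO; Timing: dye loading 1 h at 37 °C, then 30 min room temperature; Technique: intracellular calcium fluorescence with Fluo-8; Benchmarks: high carbachol 87 µM, low DMSO alone.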
# NCF1 inh = p47phox/p22phox peptide binding inhibitors, primary screen, biochemical, uHTS, NADPH oxidase regulatory subunit; inhibition, % at 24.7 µM; fluorescence polarization, 2 h; 220,000 compounds, 0.53% hits;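 active means inhibition above about 30%, limit read from the data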;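 further: 0% = p47phox with labelled peptide and 100% = labelled peptide alone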
# Target sequence (P14598 whole entry, looked up): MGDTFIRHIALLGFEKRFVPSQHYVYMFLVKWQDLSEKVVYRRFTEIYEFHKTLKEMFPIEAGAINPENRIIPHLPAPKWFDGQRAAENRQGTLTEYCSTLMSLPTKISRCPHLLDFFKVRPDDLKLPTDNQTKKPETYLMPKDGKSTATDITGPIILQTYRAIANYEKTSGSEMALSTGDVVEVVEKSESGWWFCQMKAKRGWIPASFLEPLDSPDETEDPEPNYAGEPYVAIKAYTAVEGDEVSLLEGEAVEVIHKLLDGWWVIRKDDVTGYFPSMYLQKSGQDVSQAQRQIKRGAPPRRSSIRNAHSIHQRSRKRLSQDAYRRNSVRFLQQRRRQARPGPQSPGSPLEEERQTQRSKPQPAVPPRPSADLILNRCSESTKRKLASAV
# The depositor's hits bear a star; · = no result given; [ ] = another dose, or the depositor's remark.
SMILES,TNF death inh,Runt-SMMHC FRET,EBV gp42 block,PPC-1+TRAIL kill,MDM2 E3 inh,CHOP inh,TRPML3 ag,zfTRPN1 agonist,NCF1 inh
CCc1ccc(C2CC(c3ccc(Cl)cc3)=NNC2=O)cc1 (configuration not stated),0.3,2,-11,-3,·,46,-1.0,-1.8,-7
CCOC(=O)COc1nc(-c2ccc(C)cc2)cc(-c2ccco2)c1C#N,3.6,-5,-15,12,-9,3,-0.4,1.4,0
CC(C)c1nc2oc3c(N(C)CCO)ncnc3c2c2c1CCC2,-0.3,-1,-1,7,-14,9,0.9,1.3,11
CCOc1ccc(/C=N/NC(=O)C(C)Sc2ccccn2)cc1OCC (configuration not stated),1.2,4,-11,19,-8,26,0.2,-1.8,-10
C=CCNc1nc(C)nc(OC)n1,0.2,1,-11,19,-19,9,0.1,0.2,0
Clc1ccc(-c2ccn[nH]2)cc1,-0.8,-4,-7,38,-11,-9,0.5,-0.5,-2
Cc1nc(C(C)(C)O)n(-c2ccccc2)n1,-3.3,3,-19,-6,-3,-8,0.5,1.8,-4
CC(C)CN1CCC(=O)N([C@H](CSc2ccc(Br)cc2)c2ccccc2)CC1,-1.2,4,-17,-6,8,27,·,·,-10
Cc1cccc(N2C(=O)CSC2c2cccnc2)c1 (configuration not stated),0.4,4,-6,9,-5,1,-0.2,-0.5,-5
COc1ccc(C(C)=O)cc1COC(=O)c1ccc(N)c([N+](=O)[O-])c1,-2.6,-10,-17,28,-4,35,0.2,-0.1,6
Cc1cccc(N2C(=O)/C(=C/c3ccccn3)SC2=S)c1,1.7,-10,-16,12,6,4,1.1,-0.9,-8
CCC(=O)NNc1cccc(Cl)n1,-0.8,4,-28,3,0,6,0.8,0.5,4
CCCCn1cnc2c(c(-c3ccccc3)c(-c3ccccc3)n2Cc2ccco2)c1=N,-15,-1,-17,-7,4,-28,-0.5,0.7,-11
CCC(C)(C)n1nnnc1C(C(C)C)N1CCSCC1 (configuration not stated),-0.5,-3,-6,-19,-13,11,2.2,0.7,-13
CC1CCCC(C)N1CCNC(=O)C1CCN(S(=O)(=O)N2CCCCC2)CC1 (configuration not stated),-0.5,8,-6,14,6,-3,0.1,0.1,-13
CN(C)c1ccc(NC(=S)NC(=O)/C=C/c2ccco2)cc1,0.6,1,-6,9,-8,46,-0.5,0.3,0
CCOC(=O)C1CCN(C(=O)c2cc3cc4cc(OC)ccc4nc3o2)CC1,0.3,3,1,-4,-4,-25,1.0,1.5,9
CCn1c(-c2ccc(F)cc2)cnc1SCC(=O)N1CCc2ccccc21,2.3,-2,-12,7,·,48,-1.5,-0.8,-16
CCOC(=O)C1CCN(C(=S)NC2CCCC2)CC1,0.6,0,-6,3,-10,-6,0.3,-0.1,-4
CN=C1S/C(=C\c2cc(C)n(-c3ccccc3F)c2C)C(=O)N1C,-13,-8,-16,40,-15,96*,-0.3,-1.5,-19
Cc1cc2c(nc1C)CCCN2C[C@@H](C)O/N=C1/[C@H]2CCn3c(=O)n(-c4ccccc4)c(=O)n3[C@H]2[C@H](O)[C@@H]2O[C@H]12,5.5,9,6,15,·,2,0.5,1.8,-10
Cc1nnc(SCC(=O)NC2CCCCC2C)s1 (configuration not stated),1.4,-2,-10,13,13,17,1.0,-2.7,-8
Cc1nn(C)c(Cl)c1CN1CCCC(CO)(Cc2ccccc2)C1 (configuration not stated),-0.9,2,-9,-1,-1,9,0.7,0.8,-24
CCOC(=O)Cn1cc(C(=O)c2ccco2)c2ccccc21,-0.4,-1,-17,3,13,-1,-0.9,-0.3,-3
Cn1c(=O)c2c(nc(NCCCO)n2CCc2ccccc2)n(C)c1=O,0.8,3,-5,12,-5,-3,-0.5,1.8,-4

# Entries listed so far printed as active in CHOP inh.
SMILES | Runt-SMMHC FRET | EBV gp42 block | MDM2 E3 inh | CHOP inh | TRPML3 ag | NCF1 inh
CN=C1S/C(=C\c2cc(C)n(-c3ccccc3F)c2C)C(=O)N1C | -8 | -16 | -15 | 96* | -0.3 | -19

# Returning to the listing; the 4 compounds before the break are reprinted first.
SMILES,TNF death inh,Runt-SMMHC FRET,EBV gp42 block,PPC-1+TRAIL kill,MDM2 E3 inh,CHOP inh,TRPML3 ag,zfTRPN1 agonist,NCF1 inh
Cc1nnc(SCC(=O)NC2CCCCC2C)s1 (configuration not stated),1.4,-2,-10,13,13,17,1.0,-2.7,-8
Cc1nn(C)c(Cl)c1CN1CCCC(CO)(Cc2ccccc2)C1 (configuration not stated),-0.9,2,-9,-1,-1,9,0.7,0.8,-24
CCOC(=O)Cn1cc(C(=O)c2ccco2)c2ccccc21,-0.4,-1,-17,3,13,-1,-0.9,-0.3,-3
Cn1c(=O)c2c(nc(NCCCO)n2CCc2ccccc2)n(C)c1=O,0.8,3,-5,12,-5,-3,-0.5,1.8,-4
O=C1OCCC1Sc1nnc(-c2cccs2)n1Cc1ccccc1 (configuration not stated),1.6,-3,-6,7,11,-1,0.3,-0.9,-12
Cc1ccc(C(=O)c2ccccc2C(=O)OCC(=O)NC(=O)NC(C)(C)C)cc1,1.5,1,-17,6,-7,35,-0.6,-0.6,-19
Cc1ccc[n+](CC(=O)Nc2c(Cl)cc(Cl)cc2Cl)c1,-0.5,·,-21,·,-9,-12,0.4,-1.1,-2
Cc1nc2cc(NC(=O)Nc3cccc(F)c3)ccc2n1C,2.8,-1,-9,54*[5 µM],·,-1,0.8,0.6,-6
COCCNC(=O)CCc1c(C)nc2c(-c3ccc(F)cc3)c(C)nn2c1C,0.2,-4,-8,-1,-13,25,-0.8,0.1,-7
COc1cccc(N2CCN(C(=O)Nc3ccc4c(c3)NC(=O)CO4)CC2)c1,-2.5,1,-6,13,14,-3,0.9,0.8,-11
COC(=O)c1cc(C(=O)NC(C)(C)CC(C)(C)C)cc([N+](=O)[O-])c1,1.1,-2,-17,24,-11,30,-0.9,-1.8,-28
Clc1nccnc1-c1ccccc1,0.2,8,-10,23,-11,0,1.1,-0.8,-3
Cc1c(Cl)c(C(=O)Nc2nc3ccccc3n2CCN2CCCCC2)nn1C,-0.3,2,3,7,-17,33,0.4,-0.4,-8
CC(=O)Nc1ccc(NC(=O)Oc2ccccc2)cc1,1.4,-1,-22,24,-9,-19,-0.2,-0.2,-2
O=C(CCN1C(=O)c2ccccc2C1=O)C1=NN[C@@H]2C(=O)N(c3cccc(Cl)c3)C(=O)[C@H]12,1.2,0,1,-1,-9,-15,0.0,0.7,-14
Cc1cc(C)c(S(=O)(=O)N2CCOC2CNC(=O)C(=O)NCc2ccco2)c(C)c1 (configuration not stated),-1.3,2,2,13,·,3,0.3,1.1,-12
Cn1c(SCC(=O)Nc2ccccc2)nnc1C(F)(F)F,-0.1,-3,-6,-3,-6,1,0.8,0.2,0
CCc1ccc(Nc2nnc(SCC(=O)Nc3cccnc3Cl)s2)cc1,1.0,-2,2,31,-21,36,0.0,-2.4,-17
Cc1cccc(N2CCN(C(=O)C3CCCN(S(=O)(=O)c4cnc[nH]4)C3)CC2C)c1 (configuration not stated),-2.4,0,-28,-15,0,-1,0.9,0.4,-4
CC(=O)Nc1ccc(NC(=O)c2ccc(Cn3cc(Cl)cn3)cc2)cc1,-2.0,4,-8,-15,-13,92*,0.3,2.5,-13
Cc1cc(N)n(-c2ccc(C)c(C)c2)n1,-1.4,-1,-10,1,22,-28,-0.3,-1.8,-2
COc1ccc(/C=C/C(=O)N2CCN(C)CC2)cc1S(=O)(=O)N1CCCCC1,1.0,2,-9,-10,-5,16,1.3,1.6,-1
Cc1ccc(-c2csc(N)n2)s1,-0.5,32,-7,10,-11,4,0.5,0.0,-4
O=C(Nc1ccc(F)cc1)OCCN1CCN(Cc2ccccc2)CCC1=O,1.6,3,-7,10,·,-3,0.9,1.7,-5
CC(=O)Nc1ccc(NC(=O)/C(Cl)=C/c2ccccc2)cc1,-3.7,-1,4,9,-19,-23,-0.9,1.1,-5
CC1CC(C)CN(S(=O)(=O)c2ccc(C(=O)NN3CCOCC3)cc2)C1 (configuration not stated),1.1,-1,1,10,-9,14,0.3,0.4,7
COc1cc(NC(=O)c2cccnc2)ccc1-c1cc2ccccc2oc1=O,2.4,-41,-1,5,3,77*,1.7,1.8,8
O=C(/C=C\c1ccccc1)Nc1nccs1,24,-3,-7,37,-45,6,-0.3,0.9,11
CCC(=O)Oc1c(C(=O)CC)cc2c(C)cc(=O)oc2c1C,1.1,34,-1,14,8,28,0.6,0.5,-4
COc1ccc(/C=C/C(=O)NCC(=O)N/N=C/c2cc(Br)ccc2OC)cc1,-2.4,-4,-6,3,1,16,0.0,-0.9,101*

# Single records, from the list above. Order of screens: TNF death inh	Runt-SMMHC FRET	EBV gp42 block	PPC-1+TRAIL kill	MDM2 E3 inh	CHOP inh	TRPML3 ag	zfTRPN1 agonist	NCF1 inh
# `Cc1cc(N)n(-c2ccc(C)c(C)c2)n1` as listed: -1.4	-1	-10	1	22	-28	-0.3	-1.8	-2
# `CC1CC(C)CN(S(=O)(=O)c2ccc(C(=O)NN3CCOCC3)cc2)C1` (configuration not stated) as listed: 1.1	-1	1	10	-9	14	0.3	0.4	7
# `COCCNC(=O)CCc1c(C)nc2c(-c3ccc(F)cc3)c(C)nn2c1C` as listed: 0.2	-4	-8	-1	-13	25	-0.8	0.1	-7
# `Cc1cccc(N2CCN(C(=O)C3CCCN(S(=O)(=O)c4cnc[nH]4)C3)CC2C)c1` (configuration not stated) as listed: -2.4	0	-28	-15	0	-1	0.9	0.4	-4
